DNMT1 block – inhibitors of human DNMT1; P26358; DNMT1 molecular beacon, Hinp1I cleavage, fluorescence; inhibition (reported as % activation of signal), % at 10 µM; hit rate 0.83% among 360,000; AID 588458; in the data active = inhibition above about 50%
SUMO1-SIM PPI – alters human SUMO1 binding to SIM partners; AID 602429; inhibition, % at 20 µM; hit rate 0.33% among 360,000; SUMO1 binding to a labelled peptide, TR-FRET, 1 h; P63165; in the data active = inhibition above about 37%
Target sequence (P63165 whole entry, looked up): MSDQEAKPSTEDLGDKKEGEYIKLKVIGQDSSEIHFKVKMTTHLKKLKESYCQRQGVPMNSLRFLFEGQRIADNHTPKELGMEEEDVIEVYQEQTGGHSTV
CSN inh – inhibitors of human CSN-mediated cullin deneddylation; hit rate 0.38% among 360,000; inhibition, % at 12.5 µM; Purified CSN, SCF-Nedd8-OG deneddylation, fluorescence polarization;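 active = pattern-corrected inhibition above about 35%, with an unprinted fluorescence ratio check between 0.5 and 1.5, limit read from the data, passing the limit was not always enough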;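 also: 0% = enzyme with substrate and 100% = substrate without enzyme; some results filed as inactive read as strong as hits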
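Assay system: Purified human Csn5 enzyme expressed in HEK293T cells | Amount: Enzyme 0.24 nM | Measured by: Fluorescence polarization readout | Medium: Tris/NaCl/DTT buffer, pH 7.5 | Compound dosing: One concentration, 12.5 µM, 0.25% DMSO | Times: 90 min incubation of compound, enzyme and substrate at room temperature | Control set: no-enzyme wells high, enzyme-with-substrate wells low | Read-out: % inhibition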
STEP block – inhibitors of human striatal-enriched phosphatase STEP; hit rate 0.25% among 360,000; inhibition, % at 20 µM; recombinant STEP, OMFP fluorogenic substrate, fluorescence;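 active = inhibition at 20 µM, scaled per plate between control wells, above about 37%, limit read from the data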;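 also: 0% = DMSO with enzyme and substrate and 100% = substrate only without enzyme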
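Assay system: isolated STEP enzyme / Timing: 20 min at room temperature, dark / Doses: 20 µM, 1% DMSO / Technique: fluorescence intensity, excitation 480 nm, emission 540 nm / Reagent: fluorogenic phosphatase substrate OMFP at 25 µM final / Measure: percent inhibition scaled to no-enzyme and uninhibited-enzyme controls, plate-pattern corrected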
LMPTP inh – LMPTP (human) inhibition. recombinant LMPTP-A, OMFP fluorogenic substrate, fluorescence intensity. inhibition, % at 20 µM. P24666. AID 651560. hit rate 0.22% among 360,000;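 active = compounds that cut the enzyme signal by at least half of the control window in the single-dose screen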;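 also: plate controls were DMSO wells with enzyme plus substrate for no effect and substrate without enzyme for full effect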
Target sequence (P24666 whole entry, looked up): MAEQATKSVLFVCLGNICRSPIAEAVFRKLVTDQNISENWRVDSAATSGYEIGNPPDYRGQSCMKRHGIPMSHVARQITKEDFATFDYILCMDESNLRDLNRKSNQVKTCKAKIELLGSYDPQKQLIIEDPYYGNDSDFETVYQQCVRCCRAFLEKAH
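Test system: LMPTP-A phosphatase enzyme; input: 0.625 nM LMPTP-A final; reagent: OMFP substrate, 400 µM final; compound dosing: 20 µM single dose, 3% DMSO; incubation: 50 min dark incubation at room temperature; measured by: endpoint fluorescence intensity from OMFP dephosphorylation; measure: % inhibition relative to no-enzyme and uninhibited control wells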
PABP1 MLLE inh – blocks PAM2 peptide binding to the PABP1 MLLE domain; inhibition, % at 20 µM; GST-MLLE / FITC-PAM2 fluorescence polarization; AID 588489; P11940; hit rate 0.36% among 360,000; in the data active = inhibition above about 35%, passing the limit was not always enough;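 also: plate controls were DMSO wells with GST-MLLE for no effect and wells lacking GST-MLLE protein for full effect; some results filed as inactive read as strong as hits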
Rpn11 block – inhibitors of human proteasome Rpn11; O00487; human 26S proteasome, Ub4-pepOG fluorescence polarization; 20S core pre-blocked with epoxomicin; calls only at 20 µM; hit rate 0.59% among 360,000;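 active = inhibition at 20 µM, scaled to each plate's controls, above about 33%, limit read from the data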
Target sequence (O00487 whole entry, looked up): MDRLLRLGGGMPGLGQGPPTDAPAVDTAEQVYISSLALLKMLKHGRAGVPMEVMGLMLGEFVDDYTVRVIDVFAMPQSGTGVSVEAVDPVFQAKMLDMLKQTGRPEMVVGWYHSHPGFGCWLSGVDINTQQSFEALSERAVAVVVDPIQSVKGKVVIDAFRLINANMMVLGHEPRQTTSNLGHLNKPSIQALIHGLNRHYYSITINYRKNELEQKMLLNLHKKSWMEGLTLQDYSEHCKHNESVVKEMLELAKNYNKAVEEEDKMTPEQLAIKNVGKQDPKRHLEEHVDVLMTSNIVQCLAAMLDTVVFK
TbMetRS inhib – Trypanosoma brucei MetRS inhibition; purified T. brucei MetRS, ATP depletion, Kinase-Glo luminescence; inhibition, % at 11.9 µM; AID 624268; hit rate 0.4% among 360,000;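 active = inhibition above a per-plate cutoff of the control wells' mean inhibition plus 3 SD, cut at about 5.5% in these data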;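 also: 0% = DMSO wells median and 100% = median of wells with control inhibitor compound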
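Material: parasite MetRS enzyme / Replication: singlicate, one well per compound / Signal: luminescence of leftover ATP / Schedule: 2 h aminoacylation at 25 °C after 15 min preincubation / Medium: HEPES-MgCl2-KCl buffer plus DTT, spermine, BSA, pyrophosphatase / Doses: 11.9 µM single point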
NadD inh – inhibitors of Staphylococcus aureus NadD; inhibition, % at 20 µM; AID 602399; hit rate 0.78% among 360,000; purified NadD enzyme, colorimetric absorbance read-out; in the data active = inhibition above about 26%; also: some compounds past the cut are filed as inactive
Scp-1 inhibitor – inhibitors of human Scp-1 phosphatase; Q9GZU7; Recombinant Scp1, phosphopeptide, malachite green phosphate absorbance; inhibition, % at 20 µM; hit rate 0.88% among 340,000;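 active = inhibition above about 50% at 20 µM, limit read from the data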;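 also: plate controls were DMSO wells with enzyme for no effect and wells lacking enzyme for full effect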
Target sequence (Q9GZU7 76-261 limits assumed): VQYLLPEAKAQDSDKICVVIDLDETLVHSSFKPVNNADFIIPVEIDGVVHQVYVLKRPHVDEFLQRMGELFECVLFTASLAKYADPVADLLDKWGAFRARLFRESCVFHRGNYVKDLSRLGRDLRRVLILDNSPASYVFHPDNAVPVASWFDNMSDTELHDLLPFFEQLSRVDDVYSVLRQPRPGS
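Test system: SCP-1 phosphatase catalytic domain, residues 76-261 | Compound dosing: One concentration, 20 µM, with 1.0% DMSO | Schedule: 45 min room-temperature reaction, 5 min colour, 30 min stabiliser | Detection: Absorbance at 630 nm | Read-out basis: % inhibition of SCP-1 phosphate liberation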
* marks the source's active call; other numbers are inactive results; i = inactive; . = no result given; + = active, no number. Rows are unselected. About 3.6% of those tested had a hit in this group.

DNMT1 block	SUMO1-SIM PPI	CSN inh	STEP block	LMPTP inh	PABP1 MLLE inh	Rpn11 block	TbMetRS inhib	NadD inh	Scp-1 inhibitor	canonical_smiles
0	0	0	0	-1.1	-9	i	-0.3	-8	4	CN(CCCn1cnc2c(OCc3ccccc3)ncnc21)CCc1ccccn1
-4	-5	-5	4	5.5	-6	i	0.2	22	-8	O=C(c1cccc2ccccc12)N1CCN(c2ccc([N+](=O)[O-])c(NCc3ccco3)c2)CC1
3	-2	1	-1	-2.3	1	i	-0.8	0	-4	CCOC(=O)c1ccc(NC(=O)N2CCN(C3CCCCC3)CC2)cc1
5	0	-4	0	0.8	21	i	-1.0	-4	-1	O=C(CCCC(=O)NC1CCCC1)NC1CCCC1
33	44*	111*	74*	67*	-155	+	2.5	22	35	O=C(Nc1ccc2oc(-c3ccncc3)nc2c1)c1ccc2c(c1)OCO2
0	-2	-2	0	-1.1	1	i	-0.2	2	-3	CCN1C[C@@H]2[C@@H]3C(=O)N(C)C(=O)[C@@H]3[C@](C)(C1=O)N2C(=O)c1ccc(C)cc1
-2	-3	-12	-6	-2.4	48*	i	-0.7	-3	0	Fc1ccc(NCc2cccnc2)cc1F
0	11	-3	-2	-0.8	4	i	-0.1	-1	.	CC(=O)C(Cc1ccccc1)NC(=O)COC(=O)c1cc(S(=O)(=O)N2CCOCC2)ccc1F (stereo not given)
-1	4	-5	-1	1.2	8	i	-0.2	-5	-4	CC(C)C(=O)Nc1cccnc1
-1	-6	-1	0	-2.9	12	i	0.0	-4	4	Cn1c(N)c(C(=O)COC(=O)c2cccc(S(=O)(=O)N3CCOCC3)c2)c(=O)n(C)c1=O
-7	-3	-5	1	-2.3	1	i	0.9	-12	0	COCC(=O)Nc1nc(-c2ccc(-c3ccccc3)cc2)cs1
-1	23	0	5	1.9	22	i	0.1	9	6	N#Cc1c(NC(=O)CCC(=O)O)sc2c1CCCCC2
1	3	2	1	1.7	17	i	-0.2	4	9	CC(C)C[C@H](NC(=O)c1nc[nH]c1C(=O)N1CCC(C)CC1)C(=O)OCc1ccccc1
2	2	1	2	-1.3	-6	i	0.5	-5	-1	O=C(Nc1ccc(Cl)cc1)Nn1cnc2ccccc2c1=O
2	2	-3	-3	-0.2	-12	i	0.4	-3	-10	Cc1cc(C)n(CCOc2nonc2N)n1

Single values from above.
In Scp-1 inhibitor, `O=C(Nc1ccc(Cl)cc1)Nn1cnc2ccccc2c1=O` shows -1
In PABP1 MLLE inh, `O=C(CCCC(=O)NC1CCCC1)NC1CCCC1` shows 21
In DNMT1 block, `CCN1C[C@@H]2[C@@H]3C(=O)N(C)C(=O)[C@@H]3[C@](C)(C1=O)N2C(=O)c1ccc(C)cc1` shows 0
In STEP block, `N#Cc1c(NC(=O)CCC(=O)O)sc2c1CCCCC2` shows 5
In LMPTP inh, `CC(=O)C(Cc1ccccc1)NC(=O)COC(=O)c1cc(S(=O)(=O)N2CCOCC2)ccc1F` (stereo not given) shows -0.8
In STEP block, `CC(C)C(=O)Nc1cccnc1` shows -1

(cont.)
DNMT1 block	SUMO1-SIM PPI	CSN inh	STEP block	LMPTP inh	PABP1 MLLE inh	Rpn11 block	TbMetRS inhib	NadD inh	Scp-1 inhibitor	canonical_smiles
2	0	8	-1	0.4	-6	i	-0.5	-10	-1	CC(C)NCc1nnc(-c2ccc(Cl)cc2)o1
0	-1	3	0	2.4	-9	i	-0.5	8	0	CC1(C)Cc2c(sc3nc(NCCN4CCOCC4)n4ncnc4c23)CO1
7	-5	-4	0	-0.1	8	i	-0.5	-3	-16	O=C(CCC(=O)N1CCOc2ccccc21)N1CCN(c2ccccc2)CC1
9	5	-9	-1	-0.7	8	i	-0.8	-5	1	O=C(NNS(=O)(=O)c1ccc(Br)cc1)NC1CCCCC1
0	16	1	0	-0.9	-6	i	-1.0	-4	-5	O=C(O)CCN1C(=O)CC2(CCCCC2)C1=O
2	4	3	3	0.4	-5	i	-0.6	-5	-19	COC(=O)c1cc(C#N)c(Oc2ccc(F)cc2)nc1C
1	-3	-4	1	-3.1	4	i	-0.6	-3	-6	O=C(CNC(=O)C1COc2ccccc2O1)N/N=C/c1cc(Br)c(O)c(Br)c1 (stereo not given)
0	4	-2	1	0.7	10	i	-0.3	-4	-12	COCc1cc(C)nc(N2CCN(c3ccccc3)CC2)c1C#N
-1	3	2	-2	-2.7	19	i	0.1	-5	-6	CCOC(=O)Cc1csc(NC(=O)CCC(=O)O)n1
1	7	2	-1	-0.6	-109	i	0.3	-1	-2	COc1ccc(-n2c(SCC3CNC(=O)O3)nnc2-c2ccc(Cl)cc2)cc1 (stereo not given)
8	8	2	-3	-3.0	-1	i	-0.1	3	-11	CC(C)C[C@@H](CN)NC(=O)c1nc[nH]c1C(=O)N[C@@H](C)C(=O)CNC[C@H](C)NC(=O)c1nc[nH]c1C(=O)N[C@@H](CC(=O)O)C(=O)O
2	7	-5	0	-2.1	18	i	-0.5	-4	20	O=C(c1cccc(C(F)(F)F)c1)c1c[nH]c(C(=O)NCC2CCCO2)c1 (stereo not given)
-13	-4	3	3	-0.1	-4	i	-0.2	-1	-2	COc1ccc(/C=C/C(=O)NC(C)C)cc1Br
5	4	0	-1	-0.8	-4	i	-0.5	8	-8	Cc1ccc(S(=O)(=O)N2CCN(C(=O)C(Cc3ccccc3)NC(=O)c3ccccc3)CC2)cc1 (stereo not given)
-1	1	-3	-1	-1.6	10	i	-0.3	2	-4	Cc1[nH]c(=O)[nH]c(=O)c1NC(=O)c1cccs1

Some of these compounds in order of the SUMO1-SIM PPI value, rising:
DNMT1 block	SUMO1-SIM PPI	CSN inh	STEP block	LMPTP inh	PABP1 MLLE inh	Rpn11 block	TbMetRS inhib	NadD inh	Scp-1 inhibitor	canonical_smiles
-1	1	-3	-1	-1.6	10	i	-0.3	2	-4	Cc1[nH]c(=O)[nH]c(=O)c1NC(=O)c1cccs1
5	4	0	-1	-0.8	-4	i	-0.5	8	-8	Cc1ccc(S(=O)(=O)N2CCN(C(=O)C(Cc3ccccc3)NC(=O)c3ccccc3)CC2)cc1 (stereo not given)
2	7	-5	0	-2.1	18	i	-0.5	-4	20	O=C(c1cccc(C(F)(F)F)c1)c1c[nH]c(C(=O)NCC2CCCO2)c1 (stereo not given)
0	16	1	0	-0.9	-6	i	-1.0	-4	-5	O=C(O)CCN1C(=O)CC2(CCCCC2)C1=O

New compounds follow.
DNMT1 block	SUMO1-SIM PPI	CSN inh	STEP block	LMPTP inh	PABP1 MLLE inh	Rpn11 block	TbMetRS inhib	NadD inh	Scp-1 inhibitor	canonical_smiles
-2	-20	-5	0	-0.6	4	i	-0.1	-1	-2	CN1C(C(=O)NCc2cccc(C(F)(F)F)c2)CC2Cn3c(nc4ccccc43)C21 (stereo not given)
0	2	5	2	0.5	-1	i	-0.2	-1	2	Cc1cccc(N(CC(O)CN(C)C)S(=O)(=O)c2ccccc2)c1 (stereo not given)
4	-4	-2	-4	-1.3	14	i	-0.3	-1	1	O=S(=O)(Nc1ccccc1)C1CCCCC1
5	7	7	-6	-0.1	-7	i	-0.5	-3	-4	CCc1ccccc1NC(=O)CNC(=O)CNC(=O)C1CCCCC1
4	2	0	-2	-1.2	11	i	0.2	-2	-4	CC1CCN(C(=O)CCNS(=O)(=O)c2ccc(Br)cc2)CC1
-4	1	0	-1	3.2	-2	i	-0.1	-1	-1	CN(CC(=O)Nc1ccc(S(=O)(=O)N2CCCC2)cc1)Cc1cccc(Cl)c1Cl
2	0	-2	-2	-0.4	-4	i	0.2	-1	-5	CCOc1cc(Cl)c(S(=O)(=O)NCc2cccnc2)cc1Cl
0	1	4	2	2.7	-5	i	-0.6	3	-12	CCOC(=O)c1c(-c2ccccc2)csc1NC(=O)CSc1ccccc1
0	-1	-4	1	0.3	-9	i	-0.3	-1	-1	Cc1ccc(NC(=O)COC(=O)CNC(=O)c2ccc(Cl)cc2Cl)cc1S(=O)(=O)N1CCOCC1
2	7	10	1	3.9	-4	i	0.5	21	-9	Cc1nc(SCC(=O)c2ccccc2)c(C#N)c(-c2ccco2)c1C(=O)NCc1ccco1
-5	2	1	3	3.2	-8	i	-0.5	5	1	CCOc1ccc2[nH]c(=O)c(CN(CC3CCCN3CC)C(=O)NCc3ccccc3)cc2c1 (stereo not given)
-2	1	-3	0	1.7	4	i	0.0	2	-2	Cc1cc2n(n1)C(c1ccc3c(c1)OCO3)Nc1ccccc1-2 (stereo not given)
5	-3	-1	-2	0.7	-9	i	0.0	1	-2	O=C(O)C1CC(=O)N(C2CCCCC2)C1c1ccccc1 (stereo not given)
0	10	2	-3	-2.7	6	i	-1.8	-4	-2	COc1ccc(C(=O)NCc2c(C)oc(C)c2C(=O)O)cc1
0	0	0	1	-0.8	5	i	-0.6	-5	-2	COCCNC(=O)c1ccc2c(=O)n(CCOC)c(=O)[nH]c2c1

Compound activity deposited in PubChem by several laboratories.
